14-3-3g Raf: alters human 14-3-3 gamma binding to Raf peptide. P61981. FP, 14-3-3gamma / TMR-pS259-Raf peptide binding. inhibition, % at 40 µM. actives 0.19% (n = 160,000). AID 422; in the data active = inhibition above about 30%;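 also: 0% = protein plus tracer without compound and 100% = blank with tracer alone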
Target sequence (P61981 whole entry, looked up): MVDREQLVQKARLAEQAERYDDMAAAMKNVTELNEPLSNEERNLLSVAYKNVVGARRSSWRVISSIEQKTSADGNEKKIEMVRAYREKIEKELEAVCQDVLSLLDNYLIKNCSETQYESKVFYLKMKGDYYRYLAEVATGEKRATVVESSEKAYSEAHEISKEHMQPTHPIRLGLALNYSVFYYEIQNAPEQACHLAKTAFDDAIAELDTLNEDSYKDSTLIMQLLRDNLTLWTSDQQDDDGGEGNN
* hit, by the source's call; & = joins results of further samples. Not all compounds are listed (hit frequency here may not be typical).

SMILES | 14-3-3g Raf
O=C(c1cc2ccccc2c(=O)o1)N1CCN(C(c2ccccc2)c2ccccc2)CC1 | 3
CC(C(=O)NCCCN1CCOCC1)N1C(=O)c2ccccc2C1=O (stereo not drawn) | -6
CC1(C)CC(=O)C2=C(C1)c1c(ccc3ccccc13)NC2c1ccncc1 (stereo not drawn) | 2
O=C1CCCc2c1nc(-c1ccco1)n2O | 4
COc1ccc(C2=NN3C(C2)c2cccc(OC)c2OC3c2cccc(Cl)c2)cc1 (stereo not drawn) | -3
O=C(CCC(=O)Nc1ccc(Cl)cc1)Nc1ccc(Cl)cc1 | -17
CCn1cnc2c1c(=O)n(CC(=O)N1CCc3ccccc31)c(=O)n2Cc1ccccc1 | -4
CC(C)Oc1ccc2nnnn2n1 | -9
COc1ccc(-n2nc3cc(C)c(NC(=O)c4cccc(Cl)c4)cc3n2)cc1 | -13
CCCCc1ccc(NC(=O)CSc2nccn2-c2ccc(F)cc2)cc1 | -3
Cc1nc2cc(S(=O)(=O)N3CCC(C(=O)O)CC3)ccc2n1C1CCCC1 | 0
c1ccc(-c2nnc(Sc3nc4ccccc4o3)c3ccccc23)cc1 | -9
COc1ccc(NC(=O)Cn2c(=O)n(-c3cc(OC)cc(OC)c3)c(=O)c3sccc32)cc1 | -11
COc1ccc(-c2csc(NC(=O)COc3ccc(Cl)cc3)n2)cc1C | 0
COc1ccc(CN(CCC(c2ccc(C)cc2)c2ccco2)C(C)=O)cc1 (stereo not drawn) | -8
CCN1CCN(CC(=O)Nc2sc3c(c2C#N)CCC(C)C3)CC1 (stereo not drawn) | 0
CCc1ccc2oc(-c3cc(NC(=O)c4ccc([N+](=O)[O-])o4)ccc3O)nc2c1 | -20
O=[N+]([O-])c1cc(C(F)(F)F)ccc1N1CCN(CCOc2nonc2-c2ccccc2)CC1 | 1
CCCNC(=O)Nc1ccccc1C(=O)Nc1ccc(OC)cc1 | -7
COc1cc(C2Nc3ccc4ccccc4c3C3=C2C(=O)CC(C)(C)C3)ccc1OC(C)=O (stereo not drawn) | -9
COc1cc2nc(SCC(=O)Nc3c(C)cc(C)cc3C)n3nc(C)nc3c2cc1OC | -4
NS(=O)(=O)c1ccc(NC(=O)c2cc(Cl)ccc2[N+](=O)[O-])cc1 | -2
O=C(NCCCN1CCOCC1)c1c(O)c2ccccc2[nH]c1=O | -7
O=C(c1cc2ccccc2cc1O)N1CCOCC1 | -6
CCOc1ncccc1C(=O)OCC(=O)NCCc1ccc(OC)cc1 | 2
COc1ccc(S(=O)(=O)NCc2ccc3c(c2)OCO3)cc1OC | -5
O=C1OCCN1S(=O)(=O)c1ccc(Cl)cc1 | -16
COC(=O)c1cc(=O)n2c(-c3ccc(OC)cc3)csc2n1 | 0
O=C(CNC(=O)c1cccs1)NC1CC1 | -4
Nc1cc(OC(=O)c2ccc([N+](=O)[O-])cc2)nn1S(=O)(=O)c1ccc(F)cc1 | -1
O=C(Nc1cc(C(F)(F)F)ccc1N1CCCC1)c1ccc(Cl)c([N+](=O)[O-])c1 | 1
C=CCN1C(=O)C2C(c3ccccc3)C=CC(c3ccccc3)C2C1=O (stereo not drawn) | -14
Cc1ccc(Nc2c(-c3cccs3)nc3cccc(C)n23)cc1 | -1
CC(C)(C)C(=O)Nc1c2c(nn1-c1ccc(Cl)cc1)CS(=O)(=O)C2 | -4
CCCCc1c(O)nc(N2CCN(Cc3ccccc3)CC2)[nH]c1=O | -6
CCSc1nnc(Cc2cc(=O)[nH]c(=O)[nH]2)n1-c1cc(C)ccc1C | 5
N#Cc1ccc(CSc2nnc(NC(=O)C3CCCO3)s2)cc1 (stereo not drawn) | -2
CCN1C(=O)CC(C(=O)Nc2ccc(Cl)cc2)SC1=Nc1ccc(F)cc1 (stereo not drawn) | 2
CCCCCOC(=O)C1=C(C)Nc2ncnn2C1c1ccc(Cl)cc1 (stereo not drawn) | 1
CC1CN(S(=O)(=O)c2ccc(Cl)c(C(=O)Nc3ccc([N+](=O)[O-])cc3)c2)CC(C)O1 (stereo not drawn) | -7
CCN(CC)C(=O)CN(C#N)c1nc(C)cc(C)n1 | -1
CC1(C)Cc2c(sc(NC(=O)C3CC(=O)OC34CCCCC4)c2C#N)CO1 (stereo not drawn) | -4
CC(=O)c1ccc(NC(=O)C23CCC(C)(C(=O)C2)C3(C)C)cc1 (stereo not drawn) | 5
COC(=O)c1ccc(NC(=O)C(C)N2C(=O)c3ccccc3C2=O)cc1 (stereo not drawn) | -6
C=CCN1C(=O)CSc2ccc(C(=O)NC(C)c3ccccc3)cc21 (stereo not drawn) | -1
Cc1cc(C)c(C(=O)O)c(Cl)n1 | -3
CCOC(=O)CSc1nc2c(sc3ccccc32)c(=O)n1Cc1ccccc1 | -4
CCCc1nnc2n1N=C(c1ccc(OC)cc1)CS2 | -2
CC(=O)Nc1ccc(NC(=O)Cn2cnc3c(cnn3C(C)(C)C)c2=O)cc1 | -14
COCCNC(=O)c1cc(Nc2ccc(C(C)C)cc2)nc2ccccc12 | 11

New compounds follow:
SMILES | 14-3-3g Raf
Cc1ccc(C(=O)NCCOc2ccccc2)cc1 | 10
O=C(CCc1ccc(CCC(=O)c2cccs2)s1)c1cccs1 | -4
Cc1cc(O)c(NC(=O)c2ccco2)cc1C | -3
COc1cc(C(c2c(C)[nH][nH]c2=O)c2c(C)[nH][nH]c2=O)ccc1OCc1ccccc1F | -6
CCC1CCc2c(sc3ncnc(N4CCC(C)CC4)c23)C1 (stereo not drawn) | 1
COc1cc(=O)n(C)c2cc(N(C)C)ccc12 | 0&-38
O=C1c2cccc(Oc3ccc(Cl)cc3)c2C(=O)N1CC1CCCO1 (stereo not drawn) | 2
CCN(CC)S(=O)(=O)c1ccc2c(c1)N(CC(=O)NCc1cccnc1)C(=O)CS2 | 2
CCC(=O)N1CCc2cc(Br)cc(S(=O)(=O)N(C)Cc3ccccc3)c21 | -5
Cc1nc2ccc3nc(NC(=O)c4ccc(C#N)cc4)sc3c2s1 | -9
CCOC(=O)c1cnn(CCOC(=O)C2CC2)c1NC(=O)C1CC1 | -5
O=C(Nc1ccc(Oc2ccccc2)cc1)C(F)(F)F | -7
Cc1c(NC(=O)c2cc([N+](=O)[O-])ccc2Cl)c(=O)n(-c2ccccc2)n1C | -8
O=C(Nc1nc2ccccc2n1CCN1CCCC1)C1CCCCC1 | 5&3
COc1ccc(CCNC(=O)c2ccc3c(=O)n(-c4ccccc4)c(=S)[nH]c3c2)cc1OC | 2
Cc1ccc(NC(=O)N(Cc2ccco2)C(C)c2ccco2)cc1C (stereo not drawn) | -2&-3
CCN1CCN(C(=O)c2ccc(N3CC4CC(C3)c3cccc(=O)n3C4)c([N+](=O)[O-])c2)CC1 (stereo not drawn) | -18
O=C(O)COc1ccc2c(c1)CCCC2 | 11
COc1ccccc1N1CN(Cc2ccco2)CNC1=S | -2
Cc1ccn2c(Nc3ccccc3)c(-c3c[nH]c4ccccc34)nc2c1 | -22
CCCCNC(=O)CCN1N=C(c2ccc(OC)cc2)CCC1=O | 6
Oc1ccccc1-c1n[nH]c(=S)n1-c1ccccc1 | 6
CC(O)c1c(O)ccc2ccc(=O)oc12 (stereo not drawn) | 0
CS(=O)(=O)N(CC(=O)N1CCN(Cc2ccc3c(c2)OCO3)CC1)c1ccc2c(c1)OCO2 | 2
COc1ccc(Cl)cc1NS(=O)(=O)c1ccc2c(c1)CCN2C(=O)C1CCC1 | -7
O=C(O)CCNC(=O)c1cncc(Br)c1 | -7
COC(=O)c1ccc(C(=O)OC)c(NC(=O)c2cc3ccccc3c(=O)o2)c1 | -12
CCN1CCN(C(=O)C2CNc3cc(C)ccc3O2)CC1 (stereo not drawn) | -6
C=CCNc1nc(C2(C)CC3(CC(C)OC3=O)C(=O)O2)cs1 (stereo not drawn) | -4&3
O=C(CSc1nnc(-c2ccccc2)o1)c1nnc(-c2ccccc2)o1 | -21
O=C(CCS(=O)(=O)c1cc(Br)cc2c1N(C(=O)C1CC1)CC2)NCc1ccc2c(c1)OCO2 | -10
COc1cc(Nc2c3c(nc4ccccc24)CCC3)cc(OC)c1OC | -8
COC1=CCC2([N+](=O)[O-])CN(Cc3ccccc3)CC1([N+](=O)[O-])C2 (stereo not drawn) | -31
COC(=O)c1cccc(NC(=O)CN2CCN(Cc3ccccc3)CC2)c1 | -9
CC1(C)CC(CC(=O)O)C(=O)O1 (stereo not drawn) | 10
O=C(CN(C1CCCCC1)S(=O)(=O)c1ccc(F)cc1)NC1CC1 | -5
NC(=O)CS(=O)(=O)c1nc2ccccc2n1Cc1ccccc1F | -4
CN(C1=NS(=O)(=O)c2ccccc21)c1ccccc1C(=O)O | 3
Cc1nc2c(cnn2-c2ccccc2)c(=O)n1-c1cccc(Cl)c1 | 4
Cc1ccc(CNC(=O)c2cc(=O)[nH]c3ccc(S(=O)(=O)N4CCCC(C)C4)cc23)cc1 (stereo not drawn) | -6
Cc1sc2nc(C3CC3)nc(NCCNS(C)(=O)=O)c2c1C | -9
Cc1cc(NC(=O)CSc2nnc3sc4ccccc4n23)no1 | -3
COc1ccc(NC(=O)c2cc(-c3cc(C)cc(C)c3O)n[nH]2)cc1Cl | -9
COc1cccc(C(=O)Nc2c(C)ccc3nsnc23)c1 | -6
CCCCSC1=NN2CCCC(=O)N=C2S1 | 1
NCCCCNCCCN | 2
Cc1ccc(S(=O)(=O)NCCN=C(CN2CCCC2)NS(=O)(=O)c2ccc(C)cc2)cc1 | -8
O=C(Cc1c(O)c2ccccc2[nH]c1=O)NC1CCCCCCC1 | -4
O=C(O)CCSc1nnc2sc3ccccc3n12 | 3
COc1cc(C2N(c3ccccn3)C(=O)C3CCCN32)cc(OC)c1OC (stereo not drawn) | -12

Continuation.
SMILES | 14-3-3g Raf
CCCOc1ccc(C(=O)Nc2cc(-c3nc4ncccc4o3)ccc2C)cc1 | -6
COCC(=O)O[C@]1(CCN(C)CCCc2nc3ccccc3[nH]2)CCc2cc(F)ccc2[C@@H]1C(C)C | -2
CCCn1c(C(O)c2ccc(OCc3ccccc3)cc2)nc2ccccc21 (stereo not drawn) | 6
COc1ccc(Nc2ncnc3c2cnn3C)cc1OC | -10
COc1ccc2c(c1OC)C(=O)N(c1ccccn1)C2 | -5
CCOc1ccc(C2Oc3ccc(OC)cc3C3CC(c4ccc(OC)cc4)=NN32)cc1 (stereo not drawn) | -19
Cc1ccc(NC(=O)C2(N(C(=O)Cn3nnnc3N)c3ccc(C)cc3)CCCCC2)cc1 | 0
Cn1c(COc2ccc3ccccc3c2)nnc1SCC(N)=O | -8
COc1cccc(CNc2nc3ccccc3n2C)c1O | 5
c1ccc(C2CC(c3cccs3)Nc3nnnn32)cc1 (stereo not drawn) | -10

Another view of some results above.
| Structure | 14-3-3g Raf |
| --- | --- |
| COc1ccc(NC(=O)Cn2c(=O)n(-c3cc(OC)cc(OC)c3)c(=O)c3sccc32)cc1 | -11 |
| COc1ccc(-c2csc(NC(=O)COc3ccc(Cl)cc3)n2)cc1C | 0 |
| COc1ccc(CN(CCC(c2ccc(C)cc2)c2ccco2)C(C)=O)cc1 (stereo not drawn) | -8 |
| CCN1CCN(CC(=O)Nc2sc3c(c2C#N)CCC(C)C3)CC1 (stereo not drawn) | 0 |
| CCc1ccc2oc(-c3cc(NC(=O)c4ccc([N+](=O)[O-])o4)ccc3O)nc2c1 | -20 |
| O=[N+]([O-])c1cc(C(F)(F)F)ccc1N1CCN(CCOc2nonc2-c2ccccc2)CC1 | 1 |
| CCCNC(=O)Nc1ccccc1C(=O)Nc1ccc(OC)cc1 | -7 |
| COc1cc(C2Nc3ccc4ccccc4c3C3=C2C(=O)CC(C)(C)C3)ccc1OC(C)=O (stereo not drawn) | -9 |
| COc1cc2nc(SCC(=O)Nc3c(C)cc(C)cc3C)n3nc(C)nc3c2cc1OC | -4 |
| NS(=O)(=O)c1ccc(NC(=O)c2cc(Cl)ccc2[N+](=O)[O-])cc1 | -2 |
| O=C(NCCCN1CCOCC1)c1c(O)c2ccccc2[nH]c1=O | -7 |
| O=C(c1cc2ccccc2cc1O)N1CCOCC1 | -6 |
| CCOc1ncccc1C(=O)OCC(=O)NCCc1ccc(OC)cc1 | 2 |
| COc1ccc(S(=O)(=O)NCc2ccc3c(c2)OCO3)cc1OC | -5 |
| O=C1OCCN1S(=O)(=O)c1ccc(Cl)cc1 | -16 |

Carrying on:
SMILES | 14-3-3g Raf
CC(=O)Nc1ccc(S(=O)(=O)N(C)C2CCCCC2)cc1 | 3
CCOc1ccc(N2C(=O)C3ON(C)C(c4ccc([N+](=O)[O-])cc4)C3C2=O)cc1 (stereo not drawn) | -3
CC1=C(C(=O)OCCOc2ccccc2)C(c2ccc(O)cc2)C2=C(CC(C)(C)CC2=O)N1 (stereo not drawn) | -6
c1ccc(N2CCCCC2)c(NC2=NCCC2)c1 | -6
NS(=O)(=O)c1ccc(CNC(=O)NC23CC4CC(CC(C4)C2)C3)cc1 | -6
Cn1c(C(=O)N2CCCC(C(=O)N3CCN(C(=O)c4ccco4)CC3)C2)cc2sccc21 (stereo not drawn) | -6
CCN1C(=Cc2cccc[n+]2C)Sc2ccc(OC)cc21 | -301
O=C(CSc1nc2ccsc2c(=O)n1-c1ccc(C(=O)O)cc1)Nc1nccs1 | -5
O=C(NCc1ccccn1)c1cncc(Br)c1 | -15
CCOC(=O)c1c(C)c(C(=O)NC(C)COC)c(C)n1CC (stereo not drawn) | -3
Cc1ccoc1C(=O)NCc1occc1C(=O)O | 3
COC(=O)C1=C(C(=O)OC)SC(=C2C(=S)C(C)(C)N(C(=O)c3cccc(C)c3)c3ccccc32)S1 | 3
CCCS(=O)(=O)N1CCCC(C(=O)NCCN(CC)CC)C1 (stereo not drawn) | 1
CCOc1ccc(N2C(=O)c3cccnc3C2Nc2ccc(C)cc2)cc1 (stereo not drawn) | -4
O=C(Nc1cccc(Cl)c1)c1ccncc1 | -5
CCOC(=O)c1sc2nc(-c3ccc(OC)cc3)cc(C(F)(F)F)c2c1N | -10
COc1cc(C(=O)N2N=C(c3c(-c4ccccc4)c4cc(Br)ccc4[nH]c3=O)CC2c2cccc([N+](=O)[O-])c2)cc(OC)c1OC (stereo not drawn) | -89
CCOC(=O)C1=C(C)NC2=C(C(=O)CC(C)(C)C2)C1c1cccc(Oc2ccccc2)c1 (stereo not drawn) | 5
CCOC(=O)c1cnc2c(OC)cccc2c1NCc1ccc(F)cc1 | 0
